GPR7 antagonist – human neuropeptides B/W receptor 1 antagonism; 1.1% of 290,000 active; GPR7-expressing cells, fluorescence antagonist assay; inhibition, % at 4.4 µM; P48145; in the data active = inhibition above about 16%, passing the limit was not always enough;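 also: cells stimulated with the agonist NPW; 0% = agonist with vehicle and 100% = vehicle without agonist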
Target sequence (P48145 whole entry, looked up): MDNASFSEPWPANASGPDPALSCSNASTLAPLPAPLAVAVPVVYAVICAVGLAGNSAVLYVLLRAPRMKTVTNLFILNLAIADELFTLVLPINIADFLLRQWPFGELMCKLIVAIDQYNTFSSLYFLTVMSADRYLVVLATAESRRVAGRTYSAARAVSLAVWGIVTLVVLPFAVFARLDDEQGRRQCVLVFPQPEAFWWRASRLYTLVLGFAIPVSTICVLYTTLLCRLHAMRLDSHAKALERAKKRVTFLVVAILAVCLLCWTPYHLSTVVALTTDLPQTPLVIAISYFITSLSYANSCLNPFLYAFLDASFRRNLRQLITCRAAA
MEKK3 PB1 HTS – MEKK3-MEK5 PB1 interaction, increase or decrease; bead-based flow cytometry, Alexa488-MEK5 binding to MEKK3; actives lie on both sides; 0 = blocked by unlabeled MEK5, 100 = vehicle; 1.4% of 290,000 active; Q99759; binding response (% of control), % at 10 µM;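 active = binding response more than 3 SD above or below the average of its plate-row segment, actives on both sides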;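 also: Alexa488 bead fluorescence after subtracting the streptavidin-only scavenger bead signal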
DNA FID counter – counter-screen for HCV NS3 helicase inhibitors: DNA intercalator displacement | DNA fluorescent intercalator displacement, fluorescence | inhibition, % at 7.9 µM | 0.17% of 290,000 active | AID 1845; in the data active = inhibition above about 37%;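 also: 0% = vehicle and 100% = reference compound; higher means more ethidium bromide displaced from hairpin DNA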
NALP1 inh – inhibitors of NALP1 inflammasome in yeast; inhibition, % at 10 µM; 0.61% of 280,000 active; AID 2071; S. cerevisiae NALP1/ASC/caspase-1 growth, X-gal OD620, 72 h; in the data active = inhibition mostly above about 24%, no sharp cut-off; inactive = mostly below about 32%; also: some compounds called inactive have numbers as strong as hits
OXTR ag – activates the human oxytocin receptor | P30559 | CHO-OTR cells, Fluo-8 calcium fluorescence; normalized: DMSO 0%, oxytocin 100% | activation, % at 3 µM | 0.32% of 320,000 active | AID 2435;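 active = activation above the mean of all tested compounds plus 3 SD, cutoff set per screening run, cut at about 20% in these data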;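 also: peak over basal fluorescence ratio from a 100 s FLIPR kinetic read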
Target sequence (P30559 whole entry, looked up): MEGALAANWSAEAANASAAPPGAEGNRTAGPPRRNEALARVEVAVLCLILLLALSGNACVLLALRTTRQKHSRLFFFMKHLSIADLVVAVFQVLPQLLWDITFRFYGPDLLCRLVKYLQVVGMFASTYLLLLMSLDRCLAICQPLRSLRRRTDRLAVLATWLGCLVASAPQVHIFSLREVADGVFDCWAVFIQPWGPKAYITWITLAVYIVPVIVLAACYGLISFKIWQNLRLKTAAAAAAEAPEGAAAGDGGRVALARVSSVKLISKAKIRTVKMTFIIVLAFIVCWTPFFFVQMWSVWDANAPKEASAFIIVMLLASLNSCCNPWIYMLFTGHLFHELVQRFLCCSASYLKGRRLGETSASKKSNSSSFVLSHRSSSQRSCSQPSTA
PfM18AAP inh – blocks P. falciparum M18 aspartyl aminopeptidase; recombinant PfM18AAP, H-Glu-NHMec fluorogenic cleavage; inhibition, % at 7.35 µM; 1.2% of 290,000 active; AID 1822;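 active = inhibition above the campaign mean inhibition over all tested compounds plus 3 SD, cut at about 28% in these data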;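 also: 0% = plate median of test compound wells and 100% = 2 mM ZnCl2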
PHOSPHO1 block – blocks human PHOSPHO1 phosphatase activity; Q8TCT1; recombinant PHOSPHO1, absorbance phosphatase assay; AID 1565; 1.1% of 290,000 active; inhibition, % at 13.3 µM; in the data active = inhibition above about 60%
Target sequence (Q8TCT1 whole entry, looked up): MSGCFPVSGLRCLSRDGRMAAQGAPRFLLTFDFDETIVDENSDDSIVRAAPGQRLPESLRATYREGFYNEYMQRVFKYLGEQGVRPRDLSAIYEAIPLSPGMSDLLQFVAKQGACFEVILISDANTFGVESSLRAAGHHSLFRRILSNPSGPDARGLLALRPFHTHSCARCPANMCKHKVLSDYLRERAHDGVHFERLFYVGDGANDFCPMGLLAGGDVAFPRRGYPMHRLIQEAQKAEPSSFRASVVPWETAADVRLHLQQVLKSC
MEKK2 mut-MEK5 – signal of MEK5 binding to mutant human MEKK2 PB1 domain | bead flow cytometry, Alexa488-MEK5 binding to MEKK2 mutant | AID 1530 | percent response, % at 10 µM | 0.35% of 290,000 active; in the data active = percent response above about 24%, passing the limit was not always enough; also: inactives centre near 1; some results filed as inactive read as strong as hits; reference of the scale not given here
MEKK2wt PB1 HTS – raises or lowers MEK5 binding to wildtype human MEKK2 PB1 domain | Q9Y2U5 | bead flow cytometry, Alexa488-MEK5 binding to MEKK2 WT; actives lie on both sides | binding response (% of control), % at 10 µM | 1.1% of 290,000 active; in the data active = binding response below about 67% or above about 130%
Numbers without * were called inactive; · = not tested or not shown; [ ] = dose if it differs, or a comment.

SMILES	GPR7 antagonist	MEKK3 PB1 HTS	DNA FID counter	NALP1 inh	OXTR ag	PfM18AAP inh	PHOSPHO1 block	MEKK2 mut-MEK5	MEKK2wt PB1 HTS
Fc1ccc(NC(=S)NCCN2CCOCC2)c(F)c1F	-5	97	-3	-7	1.3	3	56	-1	98
O=C(NC1CCN(S(=O)(=O)c2cccc([N+](=O)[O-])c2)CC1)C1CCCCC1	-4	97	-2	30	1.0	-4	12	-9	96
Cc1ccc2nc(Cl)c(CN(C(=O)c3cnccn3)C3CCCCC3)cc2c1	-11	2.0*[inhibitor]	-34	-1	-1.6	-3	19	-26	-2.0*[inhibitor]
Cc1cc(N)n2nc(C)c(-c3ccc(Cl)cc3)c2n1	-13	93	4	33*	-2.1	8	17	-8	81
CN(C)C(CNS(=O)(=O)c1ccc(F)cc1)c1cccnc1 (stereo unspecified)	-3	107	3	28	-0.2	1	42	5	109
Brc1cccc(/C=N/Nc2nc(N3CCCCC3)nc(N3CCCCC3)n2)c1	-9	95	-1	-28	0.3	-8	-6	-20	90
N#Cc1ccc(OCC(O)CS(=O)(=O)c2ccccc2)cc1 (stereo unspecified)	-20	100	-1	-3	0.2	4	37	2	103
COc1ccc(-c2nc3n(c2Br)CCC3)cc1	1	100	-5	17	-2.0	1	4	9	104
O/N=C1/CCc2cccc3cccc1c23	-7	84	-4	17	0.9	7	-12	-10	89
CC(C)[C@H](NC(=O)NCCc1ccc(F)cc1)C(=O)O	-6	100	5	-2	0.8	1	3	1	102
CN(c1ccccc1)S(=O)(=O)c1cccc(NC(=O)c2cc(=O)c3ccccc3o2)c1	-4	103	-2	-8	3.3	-6	-3	2	101
O=C1/C(=C/c2ccccc2)SC(=S)N1CCCC(=O)N1CCCCC1CCO (stereo unspecified)	0	100	-56	10	6.7	1	17	-1	101
O=C(Cc1ccccc1)NCc1n[nH]c(=S)n1-c1ccccc1	-6	83	-6	-6	0.4	18	11	-13	77
COC(=O)c1ccc(N2Cc3ccccc3/C2=N\C(=O)Nc2ccccc2)cc1	-8	137*	-9	8	-0.1	4	-1	0	104
O=c1c(-c2nn[nH]n2)coc2ccc(Cl)cc12	-8	107	3	2	-0.8	22	53	-5	101
Cc1c(NC(=O)/C(C#N)=C/c2ccc(-c3cc(Cl)ccc3Cl)o2)c(=O)n(-c2ccccc2)n1C	-7	99	-2	9	-2.4	1	-1	21	103
CCC(=O)c1ccc(CCCCCC(=O)O)s1	-7	·	-7	9	0.7	5	10	·	·
CSc1ccc(C(=O)C2CCCN(C(=O)c3ccc4c(c3)OCO4)C2)cc1 (stereo unspecified)	-1	100	-48	13	3.0	-1	29	4	105
O=C(NC(=S)Nc1ccccc1N1CCOCC1)c1cccs1	-6	95	-17	16	-0.7	3	8	0	92
CNC(=O)NC(=O)CSc1nnc(-c2ccc(F)cc2)n1CC1CCCO1 (stereo unspecified)	-3	102	1	-2	-0.8	4	21	-1	100
Cc1ccc(Oc2ccc3c(c2)C(=O)N(c2ccc(S(=O)(=O)Nc4nccs4)cc2)C3=O)cc1	-4	99	-1	-4	-0.8	1	22	1	97
CCCCC(=O)Nc1ccc(C(=O)N2CCN(c3ccccc3OC)CC2)cc1	-7	·	-43	10	0.2	-8	14	·	·
CCOC(=O)c1cn(-c2ccccc2CO)c2c(F)c(F)c(F)cc2c1=O	-9	94	-2	-1	-0.1	-6	8	-3	95
O=C(COc1ccc([N+](=O)[O-])cc1)Nc1ccncc1	-6	102	0	29	2.1	1	18	3	109
CC(C)NC(=O)/C(C#N)=C/c1cccc(NC(=O)c2ccccc2Cl)c1	1	101	-15	50	2.1	15	6	-1	103
SMILES	GPR7 antagonist	MEKK3 PB1 HTS	DNA FID counter	NALP1 inh	OXTR ag	PfM18AAP inh	PHOSPHO1 block	MEKK2 mut-MEK5	MEKK2wt PB1 HTS
O=C(c1cc2c(s1)-c1ccccc1S(=O)(=O)C2)N1CCN(Cc2ccccc2)CC1	8	·	-23	29	11	-1	-9	·	·
Cc1nc2scc(C)n2c(=O)c1S(=O)(=O)Nc1ccc(N2CCN(S(C)(=O)=O)CC2)cc1	-5	96	-5	4	2.3	-1	30	1	94
O=C(Nc1ccnc(-c2ccncc2)n1)c1ccc(F)cc1	5	103	1	3	0.4	-3	36	2	98
CSc1ncc(CN2CCC(C(=O)Nc3cccc(-c4cscn4)c3)CC2)cn1	-7	100	5	25	0.0	-14	38	4	103
CCOC(=O)C1=C(O)/C(=C/c2cn(CC(=O)N3CCCC3)c3ccccc23)SC1=Nc1ccccc1	-3	91	-2	3	·	1	12	-1	89
CC(=O)c1cccc(S(=O)(=O)NCCC(=O)O)c1	-7	89	1	5	0.8	-10	17	-5	93
Cc1cc(C)cc(OCc2ccc(C(=O)NN)o2)c1	-7	99	-8	-4	0.0	-1	29	1	97
Cc1ccnc2nc(C(=O)OCC(=O)NC(=O)NCc3ccco3)nn12	-3	109	2	5	0.2	1	-16	1	102
Cc1ccc(N2CC(C(=O)NC3CCC(C)CC3)CC2=O)cc1 (stereo unspecified)	-15	106	-10	-3	-0.6	4	-127	11	108
Cc1ccc(NC(=O)c2cccc(NC(=O)CCC(=O)O)c2)cc1C	-9	99	-8	-6	0.8	-4	-18	-7	96
CCN1CCCC1CNC(=O)Cn1nc(C)n2c(cc3cc(F)ccc32)c1=O (stereo unspecified)	-3	100	22	28	-0.5	-5	-10	-4	98
CCOC(=O)c1cc(-c2ccccc2)n(CC(=O)N2CCCC2)c1C	-3	·	-38	-24	-0.6	-9	2	·	·
COc1ccc(/C=C(\NC(=O)c2ccco2)C(=O)N2CCOCC2)cc1	-6	101	-11	5	0.1	-15	26	-4	98
COC(=O)NC(Nc1sc2c(c1C(N)=O)CCCC2)(C(=O)OC)C(F)(F)F (stereo unspecified)	2	98	-2	28	-0.5	25	59	-1	103
N#CCSc1nnc(N)s1	15	108	0	13	0.2	-9	19	-1	107
CC(=O)N(C)c1ccc(NC(=S)NC(=O)/C=C/c2ccco2)cc1	-2	96	-32	11	-0.5	20	30	-12	97
O=C(NCc1nnc2c(C(F)(F)F)cc(Cl)cn12)c1cccnc1	-8	98	-6	8	0.4	-4	18	3	103
CCN(CC)CCOc1nnc(-c2ccc(OC)cc2)c2ccccc12	-3	102	-3	18	0.6	4	23	8	107
CN(C)/C=C/C(=O)c1cc(N2CCOCC2)ccc1[N+](=O)[O-]	-10	98	-17	7	1.1	13	42	-6	92
O=c1[nH]c(=S)[nH]c2[nH]c(=S)[nH]c12	-6	48*[inhibitor]	1	-6	0.4	44*	30	-12	58
COC(=O)C1N[C@@H]([C@@H](NC(=O)COc2ccccc2)C(=O)NC2CC2)SC1(C)C (stereo partly specified)	·	98	·	·	-0.2	·	·	-5	98
CCOC(=O)c1cnc2c(C(F)(F)F)cccc2c1N1CCOCC1	1	111	-13	4	0.0	-13	-2	17	106
CCOC(=O)CCc1c(C)c2ccc(OCC(=O)N3CCOCC3)c(C)c2oc1=O	-12	104	-42	4	1.6	5	62*	7	105
CCCCCn1c(CN2CCN(c3cccc(Cl)c3)CC2)nc2c1c(=O)n(C)c(=O)n2C	-7	96	-4	14	-1.5	-2	15	-2	97
Cc1c(N=Cc2cc(Br)cc(Br)c2O)cccc1C(=O)O	2	89	2	58*	0.0	34*	-14	-3	88

15 structures out of the list, arranged by heavy-atom count, low to high:
SMILES	GPR7 antagonist	MEKK3 PB1 HTS	DNA FID counter	NALP1 inh	OXTR ag	PfM18AAP inh	PHOSPHO1 block	MEKK2 mut-MEK5	MEKK2wt PB1 HTS
N#CCSc1nnc(N)s1	15	108	0	13	0.2	-9	19	-1	107
O=c1[nH]c(=S)[nH]c2[nH]c(=S)[nH]c12	-6	48*[inhibitor]	1	-6	0.4	44*	30	-12	58
CC(=O)c1cccc(S(=O)(=O)NCCC(=O)O)c1	-7	89	1	5	0.8	-10	17	-5	93
Cc1cc(C)cc(OCc2ccc(C(=O)NN)o2)c1	-7	99	-8	-4	0.0	-1	29	1	97
Cc1c(N=Cc2cc(Br)cc(Br)c2O)cccc1C(=O)O	2	89	2	58*	0.0	34*	-14	-3	88
CN(C)/C=C/C(=O)c1cc(N2CCOCC2)ccc1[N+](=O)[O-]	-10	98	-17	7	1.1	13	42	-6	92
Cc1ccc(N2CC(C(=O)NC3CCC(C)CC3)CC2=O)cc1 (stereo unspecified)	-15	106	-10	-3	-0.6	4	-127	11	108
O=C(NCc1nnc2c(C(F)(F)F)cc(Cl)cn12)c1cccnc1	-8	98	-6	8	0.4	-4	18	3	103
CCOC(=O)c1cc(-c2ccccc2)n(CC(=O)N2CCCC2)c1C	-3	·	-38	-24	-0.6	-9	2	·	·
COc1ccc(/C=C(\NC(=O)c2ccco2)C(=O)N2CCOCC2)cc1	-6	101	-11	5	0.1	-15	26	-4	98
COC(=O)NC(Nc1sc2c(c1C(N)=O)CCCC2)(C(=O)OC)C(F)(F)F (stereo unspecified)	2	98	-2	28	-0.5	25	59	-1	103
COC(=O)C1N[C@@H]([C@@H](NC(=O)COc2ccccc2)C(=O)NC2CC2)SC1(C)C (stereo partly specified)	·	98	·	·	-0.2	·	·	-5	98
CCOC(=O)CCc1c(C)c2ccc(OCC(=O)N3CCOCC3)c(C)c2oc1=O	-12	104	-42	4	1.6	5	62*	7	105
Cc1nc2scc(C)n2c(=O)c1S(=O)(=O)Nc1ccc(N2CCN(S(C)(=O)=O)CC2)cc1	-5	96	-5	4	2.3	-1	30	1	94
CCOC(=O)C1=C(O)/C(=C/c2cn(CC(=O)N3CCCC3)c3ccccc23)SC1=Nc1ccccc1	-3	91	-2	3	·	1	12	-1	89

Additional results follow.
SMILES	GPR7 antagonist	MEKK3 PB1 HTS	DNA FID counter	NALP1 inh	OXTR ag	PfM18AAP inh	PHOSPHO1 block	MEKK2 mut-MEK5	MEKK2wt PB1 HTS
COc1cc2nc(N3CCNCC3)nc(N)c2cc1OC	1	99	49*	9	1.3	-3	41	-3	106
O=C(O)c1ccccc1SCc1ccc2c(c1)OCO2	-8	104	-5	10	1.9	11	-3	1	99
O=C(NNC(=O)c1ccc(Cl)cc1Cl)c1cccs1	-4	95	3	10	0.5	-2	17	-7	93
N#Cc1c(-c2c(Cl)cccc2Cl)noc1/C=C/Nc1ccc(C(=O)O)cc1	4	101	2	14	-0.4	4	-137	0	107
CCSc1nnc([C@@H]2CCCN2C(=O)OC(C)(C)C)o1	1	95	-9	1	-0.5	-1	67*	-5	100
Cc1ccc2nc(N3CCOCC3)c3nncn3c2c1	0	112	-2	25	-0.4	-3	-26	-2	99
CCNC(=S)N(Cc1cc2cccc(C)c2[nH]c1=O)C1CCCC1	0	101	-22	20	-2.0	-2	-2	-2	99
Cc1ccccc1N=C1NC(=O)/C(=C/c2cccnc2)S1	-18	98	-22	-4	-2.3	4	20	1	98
COc1ccc(OC)c(C2C(C(=O)c3cccs3)=C(O)C(=O)N2c2cc(C)on2)c1 (stereo unspecified)	-1	104	-10	-7	1.4	-3	2	11	108
CCOC(=O)N1CCN(C(=O)COc2ccc(Cl)cc2)CC1	-2	109	-7	15	1.8	-30	-8	8	107
CC(C)(CC(=O)O)CC(=O)Nc1ccc(Cl)c(Cl)c1	-3	99	-4	2	0.6	-3	20	0	100

High-throughput results (PubChem BioAssay)
